Compound activity (PubChem)
M18AAP inhibitor: PfM18AAP inhibitors, malaria aminopeptidase, primary screen, biochemical, QFRET, recombinant enzyme | M18 aspartyl aminopeptidase (Plasmodium falciparum 3D7) | H-Glu-NHMec fluorogenic cleavage | inhibition, % at 7.35 µM | actives 1.2% (n = 290,000);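 active = inhibition above the campaign mean inhibition over all tested compounds plus 3 SD, cut at about 28% in these data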;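 also: 0% = plate median of test compound wells and 100% = 2 mM ZnCl2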
p-CIP stab down: p/CIP-EGFP fusion destabilizers, primary screen, fluorescence, F442A cells | actives 0.01% (n = 290,000) | Q05BA5 | decrease of EGFP signal, % at 10 µM | 16 h | AID 1984, 2009;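 active = EGFP signal decrease of at least 30% at 10 µM or well 3 SD below plate mean, unless failing retest; inactive = the rest, including hits failing retest or dose response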; also: some compounds called inactive have numbers as strong as hits; many of its hits are not listed in these tables
Target sequence (Q05BA5 1-1403): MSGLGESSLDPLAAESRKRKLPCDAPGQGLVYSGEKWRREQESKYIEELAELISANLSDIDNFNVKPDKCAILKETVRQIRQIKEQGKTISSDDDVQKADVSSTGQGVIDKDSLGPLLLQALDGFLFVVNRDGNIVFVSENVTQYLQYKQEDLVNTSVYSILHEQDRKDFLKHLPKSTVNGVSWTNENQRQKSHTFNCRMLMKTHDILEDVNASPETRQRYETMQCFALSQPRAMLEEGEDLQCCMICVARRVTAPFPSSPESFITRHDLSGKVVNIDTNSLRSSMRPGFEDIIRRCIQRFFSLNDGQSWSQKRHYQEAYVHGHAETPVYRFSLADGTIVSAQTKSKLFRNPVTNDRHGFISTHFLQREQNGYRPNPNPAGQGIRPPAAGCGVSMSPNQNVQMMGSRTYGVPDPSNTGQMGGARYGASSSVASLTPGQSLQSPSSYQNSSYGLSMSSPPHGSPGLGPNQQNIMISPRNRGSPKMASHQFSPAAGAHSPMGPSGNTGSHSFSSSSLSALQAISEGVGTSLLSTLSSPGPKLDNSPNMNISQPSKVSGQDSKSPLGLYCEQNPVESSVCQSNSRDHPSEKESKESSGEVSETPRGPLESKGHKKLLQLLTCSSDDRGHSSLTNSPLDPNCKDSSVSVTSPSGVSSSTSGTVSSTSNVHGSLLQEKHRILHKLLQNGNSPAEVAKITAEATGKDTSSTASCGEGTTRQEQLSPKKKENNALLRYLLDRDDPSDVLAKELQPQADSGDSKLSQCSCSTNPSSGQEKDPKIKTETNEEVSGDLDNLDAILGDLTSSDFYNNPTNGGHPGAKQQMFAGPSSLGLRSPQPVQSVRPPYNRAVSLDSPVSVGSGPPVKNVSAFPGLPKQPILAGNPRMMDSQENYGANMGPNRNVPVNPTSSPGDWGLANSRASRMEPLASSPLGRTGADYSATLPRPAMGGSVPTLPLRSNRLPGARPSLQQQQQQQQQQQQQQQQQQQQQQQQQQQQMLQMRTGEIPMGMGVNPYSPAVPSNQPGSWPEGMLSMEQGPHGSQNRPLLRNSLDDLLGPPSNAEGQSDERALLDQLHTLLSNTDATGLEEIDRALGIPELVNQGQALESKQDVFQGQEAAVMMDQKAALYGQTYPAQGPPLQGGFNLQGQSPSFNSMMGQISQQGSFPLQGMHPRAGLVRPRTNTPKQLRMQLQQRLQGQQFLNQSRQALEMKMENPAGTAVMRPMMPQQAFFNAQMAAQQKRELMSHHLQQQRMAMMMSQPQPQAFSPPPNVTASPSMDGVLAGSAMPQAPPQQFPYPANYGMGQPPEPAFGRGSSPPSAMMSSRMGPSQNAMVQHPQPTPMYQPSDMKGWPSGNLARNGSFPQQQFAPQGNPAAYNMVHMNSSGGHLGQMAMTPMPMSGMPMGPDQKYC
IDE cell activ: human IDE activators in live cells, primary screen, fluorescence polarization, HEK cells, FAbeta-B substrate; Insulin-degrading enzyme (Homo sapiens), P14735; FAbeta-B cleavage; 0% vehicle, 100% cell-free pure enzyme wells; activation, % at 5.96 µM; actives 0.073% (n = 340,000);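 active = activation above the mean of all tested compounds plus 3 SD, set per screening campaign, cut at about 17% in these data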
NALP1 yeast inh: NALP1 inflammasome inhibitors in reconstituted yeast, colorimetric, S. cerevisiae, triplicate retest; S. cerevisiae NALP1/ASC/caspase-1 growth, X-gal OD620, 72 h; actives 0.61% (n = 280,000); inhibition, % at 10 µM; AID 2071, 2009; in the data active = inhibition mostly above about 24%, no sharp cut-off; inactive = mostly below about 32%; also: some compounds called inactive have numbers as strong as hits
VIM-2 inhibitor: VIM-2 metallo-beta-lactamase inhibitors, primary screen, biochemical, epi-absorbance readout, Pseudomonas aeruginosa enzyme; purified VIM-2, nitrocefin hydrolysis, epi-absorbance fluorescence; inhibition, % at 5.6 µM; actives 0.89% (n = 290,000); AID 1527, 2009;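 active = inhibition above the mean of all tested compounds plus 3 SD, cutoff set per screening run, cut at about 7.5% in these data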;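 also: red hydrolysis product quenches plate fluorescence so inhibitors raise well fluorescence; 0% = enzyme with DMSO and 100% = DMSO without enzyme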
IMP-1 inhibitor: IMP-1 metallo-beta-lactamase inhibitors, primary screen, biochemical, epi-absorbance readout, Pseudomonas aeruginosa enzyme; metallo-beta-lactamase IMP-1 (Pseudomonas aeruginosa); purified IMP-1, nitrocefin hydrolysis, epi-absorbance fluorescence; inhibition, % at 5.6 µM; actives 0.45% (n = 290,000); AID 1556, 2009;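 active = inhibition above the mean plus 3 SD of all compounds in the same screening run, cut at about 4.5% in these data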;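 also: 0% = IMP-1 with DMSO and 100% = DMSO wells lacking enzyme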
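Material – recombinant IMP-1 enzyme, purified · Amount – IMP-1 0.2 nM before substrate addition · Medium – HEPES buffer pH 7.1 with ZnSO4 and Brij 35 · Timing – 25 °C, 15 min preincubation, 25 min reaction · Measured by – plate fluorescence quenching by hydrolysis product, ex 480/em 530 nm · Read-out – percent enzyme inhibition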
PHOSPHO1 inh: PubChem AID 1565; actives 1.1% (n = 290,000); inhibition, % at 13.3 µM; Phosphoethanolamine/phosphocholine phosphatase (Homo sapiens), Q8TCT1; recombinant PHOSPHO1, absorbance phosphatase assay; in the data active = inhibition above about 60%
GPR7 antag: GPR7 receptor antagonists, primary screen, cell-based, fluorescence, single concentration; Neuropeptides B/W receptor type 1 (Homo sapiens), P48145; GPR7-expressing cells, fluorescence antagonist assay; inhibition, % at 4.4 µM; actives 1.1% (n = 290,000); in the data active = inhibition above about 16%, passing the limit was not always enough;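 also: cells stimulated with the agonist NPW; 0% = agonist with vehicle and 100% = vehicle without agonist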
IDE inh: human IDE inhibitors in live cells, primary screen, fluorescence polarization, HEK cells, FAbetaB substrate | Insulin-degrading enzyme (Homo sapiens), P14735 | FAbetaB cleavage | inhibition, % at 5.59 µM | actives 0.41% (n = 320,000) | AID 434962, 2010;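 active = percent inhibition above the average of all tested compounds plus 3 SD, set per screening campaign, cut at about 16% in these data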;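 also: IDE supplied by intact live HEK cells; FP after avidin binding of uncleaved biotin substrate so inhibition keeps polarization high; 0% = DMSO wells and 100% = 60 µM reference IDE inhibitor Ii1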
* hit, by the source's call; · = not tested or not shown.

Every second line gives: M18AAP inhibitor, p-CIP stab down, IDE cell activ, NALP1 yeast inh, VIM-2 inhibitor, IMP-1 inhibitor, PHOSPHO1 inh, GPR7 antag, IDE inh
Cc1c(OCC(=O)N[C@@H](Cc2c[nH]c3ccccc23)C(=O)O)ccc2c1oc(=O)c1ccccc12
    -11, 2, 8, -6, 6.5, 0.4, 34, -1, 7
COc1cc(C(=O)Nc2c(C)cc(C)cc2C)c(Br)c(OC)c1OC
    4, 4, -2, 9, -2.6, 1.1, 24, -17, 0
CC(=O)N(c1ccc2oc(=O)sc2c1)S(=O)(=O)c1cccs1
    40*, -10, -17, 22, -1.1, -4.5, -39, -16, 16
CCOc1cc(C(=O)N/N=C/C(Br)=C/c2ccccc2)cc(OCC)c1OCC
    5, -16, -5, 16, -2.9, 0.9, -12, -3, 9
CC(=O)NCCN=Cc1sc2ccccc2c1O
    22, -7, -3, 7, -0.6, -1.6, 9, -5, 5
CN1CCN(CCC(=O)Nc2ccc(OCc3ccccc3)cc2)CC1
    -11, 12, 5, 13, -3.0, -4.8, 5, -5, 7
CC(=O)c1ccccc1OC(=O)c1ccco1
    -7, -5, 3, 5, -1.3, -0.5, -7, -16, 2
Cc1ccc2nc(-c3ccc(SCC(=O)Nc4ccc5c(c4)OCCO5)nc3)[nH]c2c1
    2, 10, -4, 27, -3.1, -2.2, 3, 24, 8
Cc1ccc(NC(=O)CS(=O)CC(=O)N(CC(=O)NC(C)(C)C)c2cccc(C)c2C)cc1 (stereo not drawn)
    2, -8, 3, 22, -1.4, -1.2, -10, 5, -6
O=C1COc2ccc(S(=O)(=O)Nc3cccc(Cl)c3)cc2N1
    0, -12, -1, -4, -3.5, -2.1, -10, -3, 0
Cn1c(CCNS(=O)(=O)c2ccccc2)nc2cc([N+](=O)[O-])ccc21
    -1, 5, 8, 10, -3.6, -0.5, 0, 4, -1
CC(=O)c1c(C)[nH]c(C(=O)CSc2nnc3ccccn23)c1C
    2, -9, -3, 27, -0.8, -3.1, 11, -7, -8
Cc1ccc(S(=O)(=O)C2(C(=O)NCc3ccccc3Cl)CC2)cc1
    -8, -16, 5, ·, -2.8, -2.2, 22, -17, -1
O=C(CCSCCC(=O)N1CCCC1)N1CCCC1
    1, -15, 0, -4, -2.2, -1.8, 36, -4, 0
Cc1ccc2c(c1)N(CC(=O)NC1CCCCCC1)C(=O)c1cccnc1O2
    -1, -5, 2, 7, -3.9, -2.9, 18, -2, 3

Part of the list above, in CSV form.
Molecule,M18AAP inhibitor,p-CIP stab down,IDE cell activ,NALP1 yeast inh,VIM-2 inhibitor,IMP-1 inhibitor,PHOSPHO1 inh,GPR7 antag,IDE inh
CC(=O)NCCN=Cc1sc2ccccc2c1O,22,-7,-3,7,-0.6,-1.6,9,-5,5
CN1CCN(CCC(=O)Nc2ccc(OCc3ccccc3)cc2)CC1,-11,12,5,13,-3.0,-4.8,5,-5,7
CC(=O)c1ccccc1OC(=O)c1ccco1,-7,-5,3,5,-1.3,-0.5,-7,-16,2
Cc1ccc2nc(-c3ccc(SCC(=O)Nc4ccc5c(c4)OCCO5)nc3)[nH]c2c1,2,10,-4,27,-3.1,-2.2,3,24,8
Cc1ccc(NC(=O)CS(=O)CC(=O)N(CC(=O)NC(C)(C)C)c2cccc(C)c2C)cc1 (stereo not drawn),2,-8,3,22,-1.4,-1.2,-10,5,-6
O=C1COc2ccc(S(=O)(=O)Nc3cccc(Cl)c3)cc2N1,0,-12,-1,-4,-3.5,-2.1,-10,-3,0
Cn1c(CCNS(=O)(=O)c2ccccc2)nc2cc([N+](=O)[O-])ccc21,-1,5,8,10,-3.6,-0.5,0,4,-1
CC(=O)c1c(C)[nH]c(C(=O)CSc2nnc3ccccn23)c1C,2,-9,-3,27,-0.8,-3.1,11,-7,-8
Cc1ccc(S(=O)(=O)C2(C(=O)NCc3ccccc3Cl)CC2)cc1,-8,-16,5,·,-2.8,-2.2,22,-17,-1
O=C(CCSCCC(=O)N1CCCC1)N1CCCC1,1,-15,0,-4,-2.2,-1.8,36,-4,0
Cc1ccc2c(c1)N(CC(=O)NC1CCCCCC1)C(=O)c1cccnc1O2,-1,-5,2,7,-3.9,-2.9,18,-2,3

Other structures:
Every second line gives: M18AAP inhibitor, p-CIP stab down, IDE cell activ, NALP1 yeast inh, VIM-2 inhibitor, IMP-1 inhibitor, PHOSPHO1 inh, GPR7 antag, IDE inh
COc1ccc(C(=O)Nc2ccc(NC(=O)c3cccs3)cc2)cc1Cl
    -1, 2, -4, 25, -1.6, -2.4, -5, 3, 4
CCc1nnc(NC(=O)CN2CC(C)OC(C)C2)s1 (stereo not drawn)
    -1, -2, 6, 18, -2.6, -3.8, ·, -9, -1
Cc1nn(C(=O)c2ccc3c(c2)OCO3)c(N)c1-c1ccccc1
    -6, 5, -4, 29, -4.5, -2.4, -26, -7, -4
CCCCn1nc2cc(C(=O)N(CC)c3ccc(OC)cc3)ccc2c1OCC
    2, -13, 0, 31, 0.6, -2.5, -38, -2, 5
CCOC(=O)c1c(NC(=O)COC)sc(C(C)=O)c1C
    6, 0, 2, 4, -0.7, -0.1, 4, -17, 2
O=C(CSc1ncccc1C(=O)O)Nc1ccc2c(c1)OCCO2
    -1, 5, 1, 4, -2.0, -4.5, 7, 5, -2
Cc1cc(OCC(=O)N2CCN(c3cccc(Cl)c3)CC2)c2c(C)c(C)c(=O)oc2c1
    -3, 10, 5, 18, -0.9, -2.5, 24, -6, 4
O=S(=O)(/C=C/c1ccccc1)Nc1cccc(S(=O)(=O)NC2=NCCC2)c1
    -5, 6, 1, 3, -1.4, -2.7, 12, -2, 5
Cc1cccc(CC(=O)NCCN2CCCCC2)c1
    -8, -10, 1, 13, -1.2, -1.1, -1, -8, -4
Brc1ccc(-c2nnc(-c3ccc4c(c3)OCO4)o2)o1
    -7, -4, 8, 5, -2.5, -2.9, 14, -3, -2
CCCCCC(=O)N[C@@H](c1ccccc1)[C@@H](O)C(=O)O[C@H]1C[C@@]2(O)[C@@H](OC(=O)c3ccccc3)C3[C@](C)(C(=O)[C@H](OC(C)=O)C(=C1C)C2(C)C)[C@@H](O)C[C@H]1OC[C@@]31OC(C)=O (stereo partly drawn)
    5, -1, 4, -2, -3.2, -4.4, 14, -5, -2
CC(C)C(=O)Nc1cccc(C(=O)Nc2ccccc2C(=O)O)c1
    -2, -11, -1, -21, -4.5, 2.6, -16, -7, -2
CCOC(=O)c1sc2nc3n(c(=O)c2c1C)CCCCC3
    -10, 0, 2, 2, 1.8, 1.1, 16, -8, 6
Cc1ccc(NC(=S)N2CCOCC2)cc1
    -1, 14, -3, 0, -0.9, -4.3, 0, 5, 3
O=C1c2ccccc2C(=O)N1Nc1ccc([N+](=O)[O-])cc1[N+](=O)[O-]
    0, -12, 0, 19, -1.0, 4.5*, 30, -6, -1
COc1ccc(-c2cc(=O)oc3cc(OCC(=O)N4CCOCC4)ccc23)cc1
    -2, -3, 4, -5, 1.4, -1.1, 54, -14, 2
OCc1cc(CO)c(O)c(CCc2ccccc2)n1
    -3, -11, -2, 2, -5.0, -1.5, 7, 11, 5
c1ccc(-c2nnc(N3CCOCC3)nc2-c2ccccc2)cc1
    -5, -5, -4, 7, -3.4, -5.2, -1, -6, 5
O=[N+]([O-])CC(c1ccccc1)P(=O)(c1ccccc1)c1ccccc1 (stereo not drawn)
    0, -2, 5, -8, -2.7, -5.1, ·, -4, 6
CCOc1cc(NC(=S)NCCCN2CCOCC2)c(OCC)cc1NC(=O)c1cccc(F)c1
    7, 1, 5, 12, 0.1, -2.6, 37, -7, 7
Cc1ccc(S(=O)(=O)N2CCOCC2)cc1C(=O)N(C)CCOc1ccc(Cl)cc1
    -11, -8, -6, 17, -3.0, -4.3, -11, 16, -3
CCOC(=O)c1cccc(NC(=O)CCn2nc(C)c(S(=O)(=O)N3CCCCC3)c2C)c1
    2, -4, 2, 22, -1.5, -0.8, 14, 6, -1
CCCCn1c(=O)[nH]c2nc3cc(N)ccc3nc2c1=O
    1, -41, 3, 8, 19*, 17*, 4, 6, 10
O=C(COC(=O)c1ccc(Cl)c([N+](=O)[O-])c1)NC1CCCC1
    4, 1, 1, -6, -3.9, -2.5, 24, -5, 0
COCCn1c(C)cc(C(=O)COC(=O)CCN2C(=O)c3ccccc3C2=O)c1C
    -4, 8, 2, 42, -1.7, -2.1, 18, 0, 1
O=C1c2ccccc2C(Nc2cccc(C(F)(F)F)c2)N1Cc1ccco1 (stereo not drawn)
    -2, -5, -3, 4, 0.1, 0.8, -16, 4, 7
Cc1ncc(CO)c2c1Oc1nc(-c3ccccc3)nc(SCC(=O)N(C)c3ccccc3)c1C2
    -1, 0, ·, -13, 2.2, 7.9*, 5, -12, 7
CCN(CC)c1nc(C#N)nc(N(CC)CC)n1
    -2, -14, 3, 7, 0.2, -1.1, 11, 8, ·
COc1ccc(CCNC(=O)C2c3ccccc3C(=O)N2CCC(C)C)cc1OC (stereo not drawn)
    -6, -4, 1, 4, 2.1, -0.2, 30, 13, 3
COCCCN1C(=O)C(=O)/C(=C(/O)c2ccc(S(=O)(=O)N3CCOCC3)cc2)C1c1ccc(C)cc1 (stereo not drawn)
    4, -1, 7, 10, -0.8, -0.4, 23, 6, 6
O=C1CCCc2c1cc(C(=O)Nc1ccc(Cl)cn1)c(=O)n2-c1ccccc1
    -2, 15, 1, -4, -1.5, -1.8, -3, 4, 6
O=S(=O)(c1ccc(NC(=S)N/N=C/c2c3ccccc3cc3ccccc23)cc1)N1CCOCC1
    13, -20, -4, 10, 0.0, -2.4, -14, -4, 7
CCC(Sc1ncnc2c1nnn2-c1ccc(F)cc1)C(=O)OC (stereo not drawn)
    -3, -1, 3, 8, -0.5, 0.6, 0, 14, 1
CC1CCc2c(sc(NC(=O)c3ccccc3C(=O)O)c2C#N)C1 (stereo not drawn)
    7, 5, 7, 9, -4.5, -3.5, 16, -3, -2
O=C(COc1ccc(Cl)cc1Cl)N(c1ccccn1)C1CCCCC1
    -4, -3, -1, 21, -3.9, -2.5, -27, 3, 4
CCC(CC)c1nnc(NC(=O)CS(=O)(=O)Cc2ccccc2)s1
    3, ·, 3, ·, -2.0, 0.9, ·, -13, 2
CC(C)CC(NC(N)=O)C(=O)NCc1ccc(Cl)cc1 (stereo not drawn)
    1, -1, 5, 6, -0.6, -2.2, -20, -9, 0
COc1cccc(CN2CC(C(=O)N3CCN(c4ccc(Cl)cc4)CC3)CCC2=O)c1 (stereo not drawn)
    -12, -10, -2, 13, -0.4, -1.7, 20, -4, 3
Cc1cc(OC(C)C)c2c(-c3ccccc3)cc(=O)oc2c1
    0, -9, 4, 6, -1.2, -3.8, 12, -15, -2
